Assay outcomes from PubChem BioAssay.
Gli-Sufu antag: Gli-Sufu pathway antagonists, primary screen, luciferase luminescence, Sufu-KO-LIGHT cells, uHTS | inhibition, % at 5 µM | actives 0.74% (n = 340,000) | Sufu-KO-LIGHT fibroblasts, Gli luciferase reporter luminescence | AID 588413, 2011;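 active = inhibition above about 55%, limit read from the data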;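 note: 0% = DMSO-treated cells and 100% = wells with medium but no cells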
APOBEC3A inh: APOBEC3A ssDNA deaminase inhibitors, primary screen, selectivity assay for APOBEC3G inhibitor project, biochemical, FAM/TAMRA oligo cleavage fluorescence | recombinant A3A, FAM/TAMRA ssDNA deamination fluorescence | actives 0.41% (n = 330,000) | AID 493011, 2011 | DNA dC->dU-editing enzyme APOBEC-3A (Homo sapiens), P31941 | inhibition, % at 20 µM;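 active = at least 40% inhibition at 20 µM here, with at most 30% in a related deaminase screen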;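 note: plate controls were A3A with DMSO for no effect and wells lacking A3A enzyme for full effect; some results filed as inactive read as strong as hits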
Target sequence (P31941 whole entry, looked up): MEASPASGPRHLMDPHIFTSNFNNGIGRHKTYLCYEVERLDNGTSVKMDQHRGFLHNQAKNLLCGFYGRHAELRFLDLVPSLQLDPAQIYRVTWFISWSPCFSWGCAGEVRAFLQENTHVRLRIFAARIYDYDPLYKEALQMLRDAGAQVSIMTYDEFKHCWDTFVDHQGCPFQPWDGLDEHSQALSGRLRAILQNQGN
CCR6 antagonist: CCR6 receptor antagonists, primary screen, cell-based, CHO-K1, luminescence, beta-arrestin, uHTS; actives 0.49% (n = 340,000); CHO-K1 CCR6 PathHunter beta-arrestin, CCL20-stimulated; C-C chemokine receptor type 6 (Homo sapiens), P51684; AID 493098, 2011; inhibition, % at 20 µM;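 active = compounds whose inhibition of the agonist-driven luminescence signal at 20 µM reaches about 50%, limit read from the data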;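 note: cells stimulated with CCL20 at 14 nM final; plate controls were DMSO with CCL20 for no effect and DMSO without agonist for full effect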
NR3A LBD binder: binders of NR3A ligand-binding domain, primary screen, biophysical, differential scanning fluorimetry, uHTS | actives 2.5% (n = 340,000) | AID 1259313, 2017 | Tm shift relative to glycine control, % at 25 µM | NR3A LBD differential scanning fluorimetry, Tm shift; 0% = protein alone, 100% = glycine-bound protein;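 active = melting temperature shift of at least 10% of the positive control shift, at one fixed dose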
CXCR6 block: CXCR6 receptor inhibitors, primary screen, cell-based, beta-arrestin, luminescence, CHO-K1 PathHunter, 1536-well. inhibition, % at 20 µM. AID 602244, 2012. actives 0.36% (n = 360,000). C-X-C chemokine receptor type 6 (Homo sapiens), O00574; in the data active = inhibition above about 34%, passing the limit was not always enough;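 note: antagonist mode with CXCL16 agonist at 10 nM final; 0% = 10 nM CXCL16 with DMSO and 100% = unstimulated wells without agonist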
Target sequence (O00574 whole entry, looked up): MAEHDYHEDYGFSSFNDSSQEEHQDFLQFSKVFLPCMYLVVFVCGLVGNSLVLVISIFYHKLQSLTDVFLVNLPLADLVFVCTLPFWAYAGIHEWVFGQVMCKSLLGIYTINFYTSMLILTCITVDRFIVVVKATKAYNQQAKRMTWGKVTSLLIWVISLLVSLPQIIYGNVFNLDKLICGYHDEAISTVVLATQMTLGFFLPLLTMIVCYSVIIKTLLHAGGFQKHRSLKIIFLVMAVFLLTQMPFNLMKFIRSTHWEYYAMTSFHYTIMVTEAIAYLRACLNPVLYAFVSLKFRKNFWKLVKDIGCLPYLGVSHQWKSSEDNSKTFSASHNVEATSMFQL
EBI2 block: EBI2 receptor antagonists, beta-arrestin recruitment, primary screen, cell-based, luminescence, 7a,25-OHC stimulation, uHTS | G-protein coupled receptor 183 (Homo sapiens), P32249 | 7a,25-OHC stimulated | inhibition, % at 5 µM | actives 0.81% (n = 360,000) | AID 651636, 2012; in the data active = inhibition above about 38%;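 note: enzyme fragment complementation signal reports receptor beta-arrestin coupling in cells; 0% = agonist plus DMSO wells and 100% = wells without agonist; some results beyond the cut were filed as inactive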
Target sequence (P32249 whole entry, looked up, the tested form may be a part): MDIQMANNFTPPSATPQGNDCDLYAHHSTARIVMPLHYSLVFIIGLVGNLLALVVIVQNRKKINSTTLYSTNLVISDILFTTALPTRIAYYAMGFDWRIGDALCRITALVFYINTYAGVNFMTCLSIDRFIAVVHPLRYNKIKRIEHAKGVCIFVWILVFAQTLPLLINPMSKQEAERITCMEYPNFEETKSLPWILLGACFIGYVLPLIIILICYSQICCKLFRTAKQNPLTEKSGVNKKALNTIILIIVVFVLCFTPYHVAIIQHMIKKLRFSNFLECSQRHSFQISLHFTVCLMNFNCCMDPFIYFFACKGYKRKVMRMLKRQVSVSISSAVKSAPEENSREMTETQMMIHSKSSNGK
MPTP block: mitochondrial permeability transition pore inhibitors, primary screen, biochemical, isolated mouse mitochondria, absorbance | Ca2+ swelling absorbance, 30 min | inhibition, % at 10 µM | actives 1.4% (n = 360,000);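 active = inhibition of 50% or more, scaled per plate between neutral and stimulator controls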;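 note: 0% = DMSO wells given calcium and 100% = 1 mM EGTA wells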
A3G deaminase: APOBEC3G DNA deaminase inhibitors, primary screen, biochemical, fluorescence, single-stranded DNA substrate, uHTS; inhibition, % at 20 µM; recombinant A3G, ssDNA deamination FAM/TAMRA fluorescence; actives 0.28% (n = 330,000); AID 493012, 2011;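 active = inhibition of at least 40% at 20 µM, with no more than 30% in the related APOBEC3A deaminase screen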;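 note: plate controls were DMSO wells with A3G for no effect and wells lacking A3G enzyme for full effect; some compounds called inactive have numbers as strong as hits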
An asterisk follows results filed as active; x = no result given. Rows are unselected (roughly 5.8% active in at least one column).

smiles,Gli-Sufu antag,APOBEC3A inh,CCR6 antagonist,NR3A LBD binder,CXCR6 block,EBI2 block,MPTP block,A3G deaminase
CN(c1ccccc1)S(=O)(=O)c1ccc(Cl)c(C(=O)NCCc2c[nH]c3ccccc23)c1,7,1,25,1,6,26,3.5,-8
CCCC(=O)Nc1ccc(C)c(O)c1,5,-4,21,-1,-7,-8,-0.5,-6
FC(F)(F)c1cc(-c2ccco2)nc(NCc2ccco2)n1,0,-1,8,0,3,-2,1.1,-5
COCCN(CC(=O)Nc1cccc(C)c1C)C(=O)CN1C(=O)NC2(CCCCC2)C1=O,6,41*,-10,2,-6,1,-1.5,6
CCOc1ccc(-n2c(-c3ccco3)nc3c(cnn3-c3ccc(C)cc3)c2=O)cc1,2,-1,6,-4,10,47*,5.1,-5
O=C(O)c1cccc(NS(=O)(=O)c2ccc3c4c(cccc24)C(=O)N3)c1,-8,2,4,2,3,6,0.4,-7
COc1ccc(CNC(=O)CN(Cc2ccccc2Cl)C(=O)c2csnn2)cc1,-22,-2,6,-2,35,10,-0.5,-5
O=C(CCCc1c[nH]c2ccccc12)N1CCOCC1,-28,-4,-5,7,6,2,-1.7,-3
COc1cc(/C=N/NC(=O)CC2(C)OCCCO2)ccc1OCc1ccc(Cl)cc1Cl,-4,-1,8,-4,-8,11,-2.0,-4
CN(C)/C=N/c1nc2nccc(-c3ccc(Cl)cc3)n2n1,-1,2,-1,-1,-7,-6,-1.4,-3
Cc1ccc(C2C(C#N)=C3N=C(N)c4ccccc4N3C3=C2C(=O)CCC3)cc1 (centres undefined),-3,-1,9,-2,8,5,1.3,-7
CN(C)c1ccc(C(=O)NCc2ccc3c(c2)OCO3)cc1,-15,13,0,-1,1,14,-0.8,0
O=S(=O)(c1ccccc1)N1CCC(O)(CSc2ccccc2)CC1,2,3,-7,0,-9,0,-1.6,3
Cc1ccc(NC(=O)C(=O)NCc2ccc(/C=C(/C#N)C(=O)NCc3cccnc3)o2)cc1C,0,0,20,-1,-12,-4,60*,-7
CC(=O)N1CC2(NC(=O)c3ccccc3N2)c2ccccc21 (centres undefined),5,0,-2,0,5,-4,-0.8,-3
COc1ccc(C(=O)/C=C\c2ccc(NC(=O)c3cccs3)cc2)cc1,-9,4,21,23*,8,5,17,-6
C=CCN1C(=O)/C(=C2/Sc3ccccc3N2CCCS(=O)(=O)O)SC1=S,-17,5,31,3,6,11,0.2,-5
COc1ccc(S(=O)(=O)N2CCNCC2)cc1OC,-14,-3,9,1,-5,4,-2.1,-7
O=c1[nH]c2ccc(NS(=O)(=O)c3ccc4ccccc4c3)cc2[nH]1,3,-1,6,-1,-2,-12,2.8,-8
Clc1ccc(CSc2nnc(-c3ccncc3)o2)c(Cl)c1,-9,-4,11,1,2,4,0.5,-8
Cc1cc(C)c2c(NC(=S)NC(=O)c3ccccc3)nn(C)c2n1,0,-5,-14,0,0,-10,-0.4,0
Cn1nnnc1SCC(=O)N1c2ccccc2Sc2ccccc21,1,-3,2,2,1,-9,-0.2,-2
Cc1nnnn1CC(=O)Nc1cccc([N+](=O)[O-])c1,-3,-8,-9,-2,-1,-1,-2.1,-8
Cn1c(CO)nc2c3ccccc3ccc21,5,-5,-8,-3,-1,-1,1.3,-8
O=c1[nH]c(=O)n(Cc2ccco2)c2c1C(C(F)(F)F)(C(F)(F)F)N=C(C1CCCCC1)N2,4,2,1,1,3,16,9.2,0
COCCN=C1NN=C(c2ccc(NC(C)=O)cc2)CS1,0,-2,7,1,-20,7,0.3,-8
COC(=O)c1c(NC(=O)c2ccco2)sc(C(=O)Nc2ccc(F)cc2)c1C,-97,1,-2,4,1,5,2.9,-10
CCOc1ccc(NS(=O)(=O)c2ccc(C(=O)N(C)CC(=O)Nc3ccc(OC)cc3)cc2)cc1,-5,-3,7,-2,0,-4,-0.7,-8
CCOC(=O)Cc1nnc(NC(=O)CC)s1,1,3,-11,3,-8,-6,-2.1,0
c1ccc(NC2=NCCN2CCCC2CCCC2)cc1,8,1,20,1,8,1,3.6,23

(further entries)
smiles,Gli-Sufu antag,APOBEC3A inh,CCR6 antagonist,NR3A LBD binder,CXCR6 block,EBI2 block,MPTP block,A3G deaminase
CCOc1ccccc1-c1noc(CCC(=O)NC2CCCCC2)n1,-6,-2,-5,-1,11,-3,-0.3,-5
CC(C)c1ccc(CN(C(=O)c2cccs2)C2CCS(=O)(=O)C2)cc1 (centres undefined),16,5,23,1,5,14,-0.5,-4
CN(C)CCNC(=O)CNC(=S)N(CCCN1CCOCC1)Cc1cccs1,-2,-6,-4,1,-8,-3,-0.7,-3
O=S(=O)(Cc1ccc(Cl)cc1)c1ncc(CO)n1Cc1ccccc1,7,-2,3,0,-7,-11,-3.9,-7
O=C(NCc1nc(-c2ccccc2)no1)c1ccc2c(c1)OCO2,-6,-2,1,x,2,1,-0.5,1
COC(=O)c1ccc(-c2nc3cc(N)ccc3o2)cc1,4,-2,6,5,-3,21,-1.1,-2
Cn1c(=O)c2c(-c3ccc(OC(F)F)cc3)cc(-c3ccccc3)nc2n(C)c1=O,7,4,5,-2,x,x,x,-4
Cn1c(=O)[nH]c(=O)c2c1nc(N/N=C/c1ccncc1)n2Cc1ccc(F)cc1,9,-3,2,-1,-4,5,4.6,-6
COc1ccc(NC(=O)CSc2nc3c(c(=O)n2-c2ccc(C)cc2)SCC3)c(OC)c1,-9,-2,10,-5,4,9,1.3,-6
O=C(NCc1ccc2c(c1)OCO2)c1ccc(Cl)s1,31,5,7,1,0,1,-0.2,-5
COc1ccc(-n2c(=O)[nH]cc(C(=O)Nc3ccc4c(c3)OCO4)c2=O)cc1OC,-6,-1,-4,-1,1,7,-0.5,-4
Cc1cc(C)c(OCC(=O)N/N=C/c2ccc3c(c2)OCO3)c(C)c1,-6,1,14,-2,7,3,-1.8,0
Cc1cc(/C=C2/C(=N)N3C(=NC2=O)SN=C3S(C)(=O)=O)c(C)n1-c1ccccc1,-47,-2,12,-4,5,-1,32,-6
C=CCN1C(=O)c2ccc(C(=O)NCC(=O)Nc3c(C)cc(C)cc3C)cc2C1=O,-1,0,5,0,6,8,-0.5,-6
CN1N=C(C(=O)N2CCc3c([nH]c4ccccc34)C2c2ccccc2Cl)CCC1=O (centres undefined),3,-7,4,-1,-2,-4,-1.2,-6
COc1ccc(NC(=O)COC(=O)CC23CC4CC(CC(C4)C2)C3)c([N+](=O)[O-])c1,0,-2,2,1,-8,15,2.0,-6
CCCN(CCC)S(=O)(=O)c1ccc(C(=O)Nc2nnc(CSC)o2)cc1,-2,-4,6,-17,8,9,-1.7,-3
CSCCCNC(=O)c1ccccc1OC1CCN(S(C)(=O)=O)CC1,2,-2,6,-2,5,-13,2.5,-17
CC(C)(C)c1ccc(C(CC(=O)O)NC(=O)Cc2ccccc2)cc1 (centres undefined),6,-1,6,2,-5,-6,1.3,-9
COC(=O)c1cc(Br)c(=O)n(Cc2ccc(OC)c(OC)c2)c1,-9,1,13,0,-2,-10,1.3,-10
O=C(CSc1nnc2ccc(-c3ccc(Br)cc3)nn12)NCC1CCCO1 (centres undefined),2,1,5,-3,3,-10,-3.4,-6
CC1(C)Cc2cccc(OCC(=O)NCc3ccccc3)c2O1,-3,-5,0,-2,-1,9,-0.5,-8
CN(C(=O)COC(=O)c1ccc(S(=O)(=O)N2CCOCC2)cc1)c1ccccc1,0,0,5,2,-1,-3,0.8,-4
O=C(CN1CCN(c2ccccc2F)CC1)NC(=O)NC1CCCCC1,5,4,6,-1,5,3,0.4,-4
CC(C)n1nccc1NS(=O)(=O)c1ccccc1,-3,-2,7,2,-4,-14,0.2,-2
O=C(Cn1[nH]c(=O)c2ccccc2c1=O)Nc1cccc(-c2nnc3n2CCCCC3)c1,1,-2,3,-1,1,6,0.5,-5
Cc1ccc(-n2c(=O)cc(N3CCN(Cc4ccccc4)CC3)[nH]c2=O)cc1,-16,-5,-5,8,0,-4,-2.4,-8
CCOc1ccc(OCC)c(NC(=O)C2CCCN(S(=O)(=O)c3c(C)n[nH]c3C)C2)c1 (centres undefined),16,0,-8,-3,-1,8,-0.9,0
COc1ccc(CNC(=O)CCn2c(=O)[nH]c3ccccc3c2=O)cc1,-8,-1,0,-1,7,0,-0.7,-13
FC(F)Oc1ccccc1/C=N/Nc1nc2ccccc2o1,11,-2,18,-25,4,-1,2.4,0

Remaining list, next part:
smiles,Gli-Sufu antag,APOBEC3A inh,CCR6 antagonist,NR3A LBD binder,CXCR6 block,EBI2 block,MPTP block,A3G deaminase
Cc1nc2ccc(NC(=O)C3=NN(C)C(=O)CC3)cc2s1,-16,-2,0,-1,-6,0,-1.5,-3
CC1=NN(c2ccccc2)C(=O)C1N=Nc1ccccc1 (centres undefined),6,2,17,6,8,6,0.7,-9
O=C(COC(=O)c1ccc[n+]([O-])c1)Nc1ccc([N+](=O)[O-])cc1C(F)(F)F,7,-6,-11,-2,-7,-2,17,-9
C=C(C)CN(CC)C(=O)CCc1nnc(CCCc2ccccc2)o1,-19,-1,6,-2,-2,-20,-0.8,-9
COc1cc(-c2nnc(SCC(=O)NC3CCS(=O)(=O)C3)o2)cc(OC)c1OC (centres undefined),6,0,0,1,2,-8,1.1,-2
Cc1nc2cc(-c3sccc3-n3cccc3)nn2c(C)c1C,-19,1,19,-1,-1,5,0.0,-1
C=CCn1c(=NC(=O)C2CCCCC2)sc2cc(NC(C)=O)ccc21,0,-3,-7,0,-6,-9,-0.9,-8
CC(C)c1ccc(C(=O)NC(=S)NCc2cccnc2)cc1,-2,-1,2,-2,-7,7,0.9,-1
CCc1nn(CC(=O)NCCCN(CC)Cc2ccccc2)c(=O)c2cc3sccc3n12,7,1,6,0,7,7,1.0,-5
N#Cc1ccc(NCC(=O)Nc2ccc(S(=O)(=O)N3CCCCC3)cc2)cc1,-4,-1,2,0,1,7,3.0,-8
Cn1cc(C(=O)NC2CCCCCC2)c(=O)c2cc(S(=O)(=O)N3CCCC3)ccc21,11,-4,10,-25,-3,7,1.3,-10
Cc1cccc(OCCCC(=O)Nc2ccccc2C(F)(F)F)c1,5,-2,8,1,3,19,0.8,-2
COc1ccccc1CN1CCNC(=O)C1CC(=O)NC1Cc2ccccc2C1 (centres undefined),-4,-1,12,-4,-10,-8,0.1,-5
CC(C(=O)Nc1ccccc1Br)c1ccc([N+](=O)[O-])cc1 (centres undefined),4,3,18,0,-2,13,2.5,0
COc1ccc(/C=N/NC(=S)NCc2ccccc2)cc1OC,-6,-3,16,-2,3,-6,-1.3,-7
CN(C)S(=O)(=O)c1ccc(Cl)c(NC(=O)COC(=O)/C=C/c2ccco2)c1,-2,14,15,-2,-2,-5,12,-1
CCCCn1nnc(NC(=O)COc2ccc(Cl)c(C)c2)n1,5,0,13,1,-5,17,-0.7,-4
Nc1nonc1-c1noc(COc2ccccc2Cl)n1,-79,-4,0,-7,-14,6,-0.2,-5
